ST2 IL33 inh – inhibitors of human ST2 (IL1RL1) binding to IL-33, primary screen, biochemical, AlphaLISA. AID 1259354, 2018. Interleukin-1 receptor-like 1 (Homo sapiens), Q01638. 78,000 tested, 2.3% active. AlphaLISA ST2-Fc/biotin-IL-33 interaction, 1 h. inhibition, % for hits at 17 µM; in the data active = inhibition above about 30%; inconclusive = mostly about 10% to 28%
Target sequence (Q01638 whole entry, looked up): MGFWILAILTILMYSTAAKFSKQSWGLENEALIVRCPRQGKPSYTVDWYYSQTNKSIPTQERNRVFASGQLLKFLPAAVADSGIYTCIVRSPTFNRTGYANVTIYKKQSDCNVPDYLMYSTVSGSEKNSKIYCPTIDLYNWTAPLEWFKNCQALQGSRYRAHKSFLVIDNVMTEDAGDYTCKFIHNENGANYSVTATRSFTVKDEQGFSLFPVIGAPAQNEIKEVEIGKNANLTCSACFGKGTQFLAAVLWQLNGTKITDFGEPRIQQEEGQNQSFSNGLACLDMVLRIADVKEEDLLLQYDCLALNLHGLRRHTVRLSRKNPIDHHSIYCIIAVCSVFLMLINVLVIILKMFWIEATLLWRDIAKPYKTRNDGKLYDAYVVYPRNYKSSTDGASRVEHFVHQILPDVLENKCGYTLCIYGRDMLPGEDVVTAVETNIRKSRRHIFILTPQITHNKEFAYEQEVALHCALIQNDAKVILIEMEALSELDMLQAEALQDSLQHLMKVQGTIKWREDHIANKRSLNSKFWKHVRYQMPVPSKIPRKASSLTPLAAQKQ
* marks the source's active call; other numbers are inactive results; i = inactive; u = inconclusive. These rows are one share of the data; the hit share may differ from the screen's.

| structure | ST2 IL33 inh |
| --- | --- |
| Cc1nn(Cc2ccccc2)c(C)c1[C@@H]1C=C[C@@H](NC(=O)CC2(CC(=O)O)CCCC2)C1 | u |
| Cc1ncc2c(c1CNC(=O)c1ccccc1F)CCN(C(=O)/C=C/c1ccc(F)c(F)c1)C2 | i |
| CNC(=O)c1c[nH]c2ccc(S(=O)(=O)Nc3ccccc3F)cc2c1=O | i |
| Oc1ccc(-c2nc(-c3ccc(F)cc3)c(-c3ccncc3)[nH]2)cc1 | u |
| CN=C(NS(=O)(=O)c1ccc(F)cc1F)c1ccccc1 | i |
| O=C1CCCc2cc(S(=O)(=O)N3CCCC3C(=O)N3CCN(c4ccccc4)CC3)ccc2N1 (stereo not given) | i |
| Cc1[nH]c2ccccc2c1SCCNC(=O)c1ccccc1I | i |
| CCc1cc2c(=O)c(-c3nc4ccccc4[nH]3)coc2cc1O | u |
| CCCCC(=O)Nc1ccc(S(=O)(=O)Nc2cc(OC)ncn2)cc1 | i |
| CN(Cc1ccccc1)C(=O)COc1ccc(Cl)cc1 | i |
| COc1cc2c(cc1O)O[C@H](c1ccccc1)[C@@H](O)C2=O | i |
| CCCC(=O)NCCc1ccccc1 | i |
| CN(Cc1cc(-c2cccs2)n[nH]1)C(=O)c1onc2ccccc12 | u |
| O=[N+]([O-])c1ccc(CN2CCCN(S(=O)(=O)c3ccc(Br)s3)CC2)cc1 | u |
| Cc1cc(Nc2ccc(N(C)C)cc2)c2cc(Cl)ccc2n1 | 39.0%* |
| O=C(Nc1ccsc1)O[C@@H]1CO[C@H]2[C@@H]1OC[C@@H]2Nc1nccc(-c2cccc(F)c2)n1 | u |
| CCC1CCCCN1S(=O)(=O)c1ccc2[nH]c(=O)cc(C(=O)NC3CCCCCC3)c2c1 (stereo not given) | i |
| Cc1cc(C)n2c(Br)c(CSc3nncn3-c3ccccc3)nc2n1 | i |
| Cc1ccccc1C(=O)Nc1c2c(nn1-c1ccccc1C)CSC2 | i |
| Cc1ccc2[nH]cc(-c3cc(C(=O)N4CCCC4)ccn3)c2c1 | i |
| C=CCn1cnc2c(cnn2-c2ccc(Cl)cc2)c1=O | u |
| O=C(CSc1nnc2sc3ccccc3n12)Nc1ccc(F)c(Cl)c1 | i |
| O=C1CCC(=O)N1c1ccc(CSc2nc3ccccc3[nH]2)cc1 | i |
| CC(C)(O)[C@@H]1Cc2cc3ccc(=O)oc3c(O[C@@H]3O[C@H](CO)[C@@H](O)[C@H](O)[C@H]3O)c2O1 | i |

In another format: entries from further up
Cc1ccccc1C(=O)Nc1c2c(nn1-c1ccccc1C)CSC2
  ST2 IL33 inh: i

Cc1ccc2[nH]cc(-c3cc(C(=O)N4CCCC4)ccn3)c2c1
  ST2 IL33 inh: i

C=CCn1cnc2c(cnn2-c2ccc(Cl)cc2)c1=O
  ST2 IL33 inh: u

O=C(CSc1nnc2sc3ccccc3n12)Nc1ccc(F)c(Cl)c1
  ST2 IL33 inh: i

(cont.)
| structure | ST2 IL33 inh |
| --- | --- |
| COc1ccc(C2=NN(C(=O)c3ccccc3Cl)C(c3cccc([N+](=O)[O-])c3)C2)cc1 (stereo not given) | u |
| Cc1cccn2c(=O)c3cc(C(=O)NCCN(C)C)n(C)c3nc12 | i |
| Cc1cc(Br)ccc1NC(=O)CCc1ccccc1 | i |
| Cc1ccc(-n2nc3c(c2NC(=O)c2ccccc2C)CSC3)c(C)c1 | i |
| Cc1cnccc1N1CCCN(C(=O)Cc2nonc2C)CC1 | i |
| COc1cccc(CC(C2CCN(C(=O)c3cc(C(C)C)on3)CC2)N(C)C(=O)c2ccn(C)n2)c1 (stereo not given) | i |
| CC(=O)N1CCC(C(=O)NC[C@@H]2C=C(C)[C@H](CC(=O)N3CCN(c4ccccn4)CC3)C[C@H]2C(C)C)CC1 | i |
| COc1ccccc1C1CN(CC(=O)N(C)CC2CCN(CC(C)C)C2)Cc2ccccc2O1 (stereo not given) | i |
| CC1CC(C)CN(S(=O)(=O)c2ccc(C(=O)Nc3nc4ccc(F)cc4s3)cc2)C1 (stereo not given) | i |
| Cc1ccccc1CN(C)C1CCN(C)CC1 | u |
| CC(Oc1ccccc1)C(=O)N1CCN(c2ccccn2)CC1 (stereo not given) | i |
| CCCCc1c(C(=O)O)cc(C)cc1C(=O)O | i |
| COc1ccc(N2CC(NC(=O)c3ccccc3F)CC2=O)cc1 (stereo not given) | i |
| NNC(=O)C(=O)Nc1nc(-c2ccc(Cl)cc2)cs1 | i |
| COc1cc(/C=C2\C(=O)N(c3ccc(Cl)c(C(=O)O)c3)N=C2C)c([N+](=O)[O-])cc1OC | 64.0%* |
| CC1CCCCN1CCNC(=O)c1ccc2c(Cl)c3c(nc2c1)CCCC3 (stereo not given) | u |
| COc1ccc(C=C2C(=O)OC(c3ccccc3)OC2=O)c(OC)c1OC (stereo not given) | u |
| CN1CCN(c2nc3c(c(=O)n(C)c(=O)n3C)n2CCSc2nc3ccccc3o2)CC1 | i |
| CC(C)Cc1ccc(S(=O)(=O)NC2CCN(Cc3ccccc3)CC2)cc1 | i |
| CC1CCC2(C(=O)OC3OC(CO)C(O)C(O)C3O)CCC3(C)C(=CCC4C5(C)CC(O)C(O)C(C)(C(=O)O)C5CCC43C)C2C1(C)O (stereo not given) | i |
| Nc1nc2n(n1)C(c1ccc(F)cc1)CC(c1ccc(F)cc1)N2 (stereo not given) | u |
| CCOc1ccccc1NC(=O)Cn1c(=O)sc2ccccc21 | i |
| O=C(CN1C(=O)CSc2ccc(S(=O)(=O)N3CCCCC3)cc21)NCCN1CCCC1 | i |
| CC(=O)Nc1ccccc1NC(=O)CCC1CCCCC1 | i |

Pulled by structure from the entries so far:
| structure | ST2 IL33 inh |
| --- | --- |
| COc1ccc(C=C2C(=O)OC(c3ccccc3)OC2=O)c(OC)c1OC (stereo not given) | u |
| CC(C)Cc1ccc(S(=O)(=O)NC2CCN(Cc3ccccc3)CC2)cc1 | i |
| Nc1nc2n(n1)C(c1ccc(F)cc1)CC(c1ccc(F)cc1)N2 (stereo not given) | u |
| CN1CCN(c2nc3c(c(=O)n(C)c(=O)n3C)n2CCSc2nc3ccccc3o2)CC1 | i |
| CC(=O)Nc1ccccc1NC(=O)CCC1CCCCC1 | i |

(list continues)
| structure | ST2 IL33 inh |
| --- | --- |
| O=C(CCSc1ccccc1)NC1CC1 | i |
| CCN1CCN(C(=O)c2ccccc2[N+](=O)[O-])CC1 | i |
| O=C1OC(c2cccc([N+](=O)[O-])c2)=N/C1=C\c1ccccc1 | u |
| CCn1ccc(-c2c(-c3ccccc3)ncn2Cc2cccnc2-n2cncn2)n1 | i |
| COCCn1cc(C(=O)NCCCOC(C)C)c2c3ccccc3n(C)c2c1=O | i |
| Cc1ccc(C)c(NC(=O)C2C(C=C(Cl)Cl)C2(C)C)c1 (stereo not given) | i |
| CC(C)c1ccc(C2SCC(=O)N2CCCN2CCN(C)CC2)cc1 (stereo not given) | i |
| COc1ccc(C(=O)N2C[C@@H]3C[C@H](C2)c2c(NC(=O)c4cncnc4)ccc(=O)n2C3)cc1 | i |

3 structures out of the list, ordered by count of non-hydrogen atoms, descending:
| structure | ST2 IL33 inh |
| --- | --- |
| CCn1ccc(-c2c(-c3ccccc3)ncn2Cc2cccnc2-n2cncn2)n1 | i |
| COCCn1cc(C(=O)NCCCOC(C)C)c2c3ccccc3n(C)c2c1=O | i |
| O=C(CCSc1ccccc1)NC1CC1 | i |

More records
| structure | ST2 IL33 inh |
| --- | --- |
| O=C1CCCN1CCCC(=O)N1CCCC(Nc2cccc(F)c2)C1 (stereo not given) | i |
| N#CCCC(=O)c1ccccc1 | i |
| COc1ccc(-c2cc(-c3ccccc3)[nH]c(=O)n2)cc1OC | i |
| CCN(CCNC(=O)CN(C)S(=O)(=O)c1ccc2c(c1)CCC(=O)N2)c1ccccc1 | i |
| NS(=O)(=O)c1ccc(CCNC(=O)c2cc3ccccn3n2)cc1 | u |
| CC(=O)N1CCc2c(sc(NC(=O)c3ccc4ncsc4c3)c2-c2nc3ccccc3s2)C1 | i |
| CCC(C)NS(=O)(=O)c1ccc2c(c1)CCN2C(=O)C1CC1 (stereo not given) | u |
| CC(C)CC(NC(=O)c1cccn(C)c1=O)c1nnc2n1CCNCC2 (stereo not given) | u |
| COc1cccc(-c2ncc(CN3C[C@H]4C[C@H](O)[C@H](O)C[C@H]4C3)s2)c1 | i |
| CC(C)c1ccc(C(O)c2cnc(C(C)C)n2C)cc1 (stereo not given) | i |
| COc1cc(Cl)ccc1C(=O)N1C[C@H]2C[C@H](O)[C@H](O)C[C@H]2C1 | i |
| Nc1c(C(=O)c2ccc(Br)cc2)sc2nc(-c3ccccn3)ccc12 | u |
| COc1ccc(N2CCN(Cc3cccnc3)CC2)cc1 | i |
| COc1ccc(NS(=O)(=O)c2ccc3c(c2)c(=O)n(C)c(=O)n3C)cc1Cl | u |
| O=C(O)c1cccc(Nc2nc(-c3cccs3)cs2)c1 | i |
| O=C(Nc1ccc(Cl)cc1)N1CCOCC1 | i |

Structural class: those above with a thiophene ring, fused or not (six)
| structure | ST2 IL33 inh |
| --- | --- |
| CN(Cc1cc(-c2cccs2)n[nH]1)C(=O)c1onc2ccccc12 | u |
| O=[N+]([O-])c1ccc(CN2CCCN(S(=O)(=O)c3ccc(Br)s3)CC2)cc1 | u |
| O=C(Nc1ccsc1)O[C@@H]1CO[C@H]2[C@@H]1OC[C@@H]2Nc1nccc(-c2cccc(F)c2)n1 | u |
| CC(=O)N1CCc2c(sc(NC(=O)c3ccc4ncsc4c3)c2-c2nc3ccccc3s2)C1 | i |
| Nc1c(C(=O)c2ccc(Br)cc2)sc2nc(-c3ccccn3)ccc12 | u |
| O=C(O)c1cccc(Nc2nc(-c3cccs3)cs2)c1 | i |

Additional entries follow.
| structure | ST2 IL33 inh |
| --- | --- |
| CCCNC(=O)C1CCC(Cn2c(=O)c3sccc3n(CC(=O)Nc3ccccc3)c2=O)CC1 (stereo not given) | i |
| O=c1cc(CN2CCCC(O)(CO)CC2)[nH]c2ccc(Cl)cc12 (stereo not given) | i |
| O=C(C[C@@H]1O[C@H](CNC(=O)C2CC2)[C@@H](O)[C@H]1O)NCc1ccc(F)cc1 | i |
| CC1(C)CC2CC(C)(CN2C(=O)c2cc(-c3ccc4c(c3)OCO4)on2)C1 (stereo not given) | i |
| CCOC(=O)C1(CC2CC2)CCN(C(=O)c2cccc(-c3cccc(F)c3)c2)CC1 | u |
| CCn1cc(CN2CCOc3ccc(C4(O)CCN(c5ccccc5F)CC4)cc3C2)c(C)n1 | i |
| O=C(Nc1ccc(N2CCCC2)cc1)c1cc(Br)ccc1Cl | 34.0%* |
| CCOCc1cnc(C)nc1NCC(=O)c1c(C)[nH]c2ccccc12 | u |
| O=C(CC[C@@H]1CNC(=O)[C@@H]2C[C@H](NC(=O)Nc3ccsc3)CN12)NCc1cccs1 | i |
| CN(Cc1ccccc1)C(=O)[C@@H]1Cc2nc[nH]c2CN1C(=O)CCC(=O)O | i |
| CN1CCc2c(cc(O)c(O)c2Cl)C(c2cccc(Cl)c2)C1 (stereo not given) | 39.0%* |
| CC(C)CNC(=O)c1cc(-c2ccc3c(c2)OCO3)on1 | i |

Assay outcomes from PubChem BioAssay.
